Source: PubChem BioAssay (Sanford-Burnham Center for Chemical Genomics)
SENP8 block = human SENP8 protease inhibitors, primary screen, biochemical, fluorescence, Nedd8 protein substrate, uHTS. 360,000 compounds, 0.64% hits. inhibition, % at 20 µM. recombinant SENP8. Sentrin-specific protease 8 (Homo sapiens), Q96LD8; in the data active means inhibition mostly above about 40%, no sharp cut-off; inactive means mostly below about 27%
Target sequence (Q96LD8 whole entry, looked up): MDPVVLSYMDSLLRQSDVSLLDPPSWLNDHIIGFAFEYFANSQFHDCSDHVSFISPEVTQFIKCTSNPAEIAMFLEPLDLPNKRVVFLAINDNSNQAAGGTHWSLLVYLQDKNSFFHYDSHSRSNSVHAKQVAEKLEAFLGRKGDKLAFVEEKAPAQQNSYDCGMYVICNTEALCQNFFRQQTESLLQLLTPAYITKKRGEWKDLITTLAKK
MPTP block = mitochondrial permeability transition pore inhibitors, primary screen, biochemical, isolated mouse mitochondria, absorbance. AID 602449, 2012. inhibition, % at 10 µM. 360,000 compounds, 1.4% hits. Ca2+ swelling absorbance, 30 min;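 active means inhibition of 50% or more, scaled per plate between neutral and stimulator controls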;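 further: 0% = DMSO wells given calcium and 100% = 1 mM EGTA wells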
* marks the source's active call; other numbers are inactive results; i = inactive. An excerpt (hit frequency here may not be typical).

SMILES	SENP8 block	MPTP block
Nc1nc2c(ncn2[C@@H]2O[C@H](CNS(=O)(=O)N3CCc4ccccc4C3)[C@@H](O)[C@H]2O)c(=O)[nH]1	16	-1.5
c1cc(-c2ccc(N3CCOCC3)cc2)n2cnnc2c1	i	1.1
CC(=O)Nc1cnc(-c2cccc(C(=O)N(C)C)c2)cn1	-96	-1.0
CC(C)(C)c1ccc(S(=O)(=O)NC(=O)C2(C)CCN2C(=O)Cc2ccccc2Cl)cc1 (configuration not stated)	17	1.3
CNc1ncnc2c1ncn2[C@H]1CN(Cc2cccs2)C[C@@H](CO)O1	8	-1.3
COCCNC(=O)C1(C)CCCN(Cc2c(C)nn(-c3ccccc3)c2C)C1 (configuration not stated)	7	0.7
CC(C)[C@@H]1Cc2[nH][nH]c(=O)c2[C@H](C)O1	6	0.0
Cc1cccc(C)c1NC(=O)C1(C)CCC(=O)N1CCOc1ccccc1 (configuration not stated)	9	-0.4
COc1ccc(CC(N)c2csc(Nc3ccc(S(C)(=O)=O)cc3)n2)cc1 (configuration not stated)	-244	1.6
COC(=O)C[C@H]1C=C[C@H](NC(=O)c2ccc(F)cc2)[C@@H](CO)O1	18	-2.0
Cc1ccc(S(=O)(=O)N2[C@@H](Cc3ccccc3)CO[C@H]2CC(=O)c2ccc(F)cc2)cc1	15	0.9
Nc1ncnc2c1ncn2[C@@H]1O[C@H](CNC(=O)[C@H](N)Cc2cccnc2)[C@@H](O)[C@H]1O	7	0.3
Cc1ccccc1-c1cc2nc(OCC3CCCO3)n(C)c(=O)c2s1 (configuration not stated)	-1	-0.6
O=C(C[C@H]1C=C[C@@H](NC(=O)Cc2cccnc2)[C@@H](CO)O1)NCc1ccc2c(c1)OCO2	18	1.4
COCCNc1ncnc2c1ncn2[C@H]1CN(Cc2ccco2)C[C@@H](CO)O1	6	-0.5
CCCc1cc(=O)oc2cc(OCC(=O)N3CC[C@@]4(O)CCCC[C@H]4C3)ccc12	-138	-0.5
COc1ccc(NC(=O)c2cc(C3CCCCN3S(=O)(=O)c3ccc(C#N)cc3)on2)c(C)c1 (configuration not stated)	0	0.3
CCC(=O)N1CCC1(C)C(=O)Nc1ccc(OC(F)F)cc1 (configuration not stated)	9	-1.8
Cc1ccc(OCCNC(=O)[C@H]2O[C@@H](n3cnc4c(N)ncnc43)[C@H](O)[C@@H]2O)cc1C	14	-2.0
Cc1ccc2nc(-c3ccccc3)c(Cc3ccccn3)n2c1	-269	-0.8
COc1cccc(-c2cnc(C(O)c3cccc(OC)c3)[nH]2)c1 (configuration not stated)	21	0.2
CC(=O)Nc1cc(-c2cccc(F)c2)cn2c(-c3ccccc3)cnc12	-420	2.2
CC1(C(=O)Nc2ccc3c(c2)OCO3)CCN1Cc1csc2ccccc12 (configuration not stated)	8	0.6
Cc1nc(C(F)(F)F)ccc1C(=O)N1CCC1(C)C(=O)NS(=O)(=O)c1ccccc1Cl (configuration not stated)	22	-0.4
CC(=O)c1cccc(NC(=O)c2cccc3c(-c4cnn(C)c4)coc23)c1	6	-0.1
COc1cc(C)ccc1S(=O)(=O)NC(=O)C1(C)CCN1C(=O)Cc1ccc(C(C)(C)C)cc1 (configuration not stated)	10	0.8
COc1ccccc1Cc1c(-c2ccccc2)nc2ccc(Br)cn12	-113	1.8
CCCCC(=O)N(C)c1c(CC)nc2c(OCC(=O)N(C)C)cccn12	11	-0.1
COc1ccccc1-c1cc2nc(NCCOc3ccccc3)ccn2n1	i	0.4
CC(=O)C[C@@H]1OC[C@H](CO)N1S(=O)(=O)c1ccc(C)cc1	9	-0.5
CCOC(=O)[C@]12CCCC=C1N(Cc1ccco1)C(=O)[C@H](CC(=O)NCCCN1CCCC1=O)C2	7	0.1
Cc1cn([C@H]2C[C@H](O)[C@@H](/C=C/C(=O)NCc3ccco3)O2)c(=O)[nH]c1=O	29	0.6
CCCCOc1ccc(S(=O)(=O)NC(=O)C2(C)CCN2C(=O)c2c(C)noc2C)cc1 (configuration not stated)	14	-0.3
Cc1ccc(NC(=O)C2(C)CCN2C(=O)CCC2CCCC2)cc1C (configuration not stated)	15	-0.3
CCCCNC(=O)C1(C)CCCCN1C(=O)c1sccc1C (configuration not stated)	14	-0.9
CC(C)C[C@H](NC(=O)CC[C@H]1O[C@@H](n2ccc(=O)[nH]c2=O)[C@H](O)[C@@H]1O)C(=O)O	22	-0.7
O=C(Nc1nnc([C@@H]2C[C@H](O)[C@@H](CO)O2)s1)Nc1ccccc1F	5	-0.5
COC(=O)c1ccc2nc(-c3cccc(Cl)c3)c(Cc3cccc(F)c3)n2c1	-402	1.8
O=S1(=O)CC(N2CCN(CC3CC3)CC2)CN1Cc1cn(Cc2ccccc2C(F)(F)F)nn1 (configuration not stated)	20	-1.8
Cc1cc(C)nc(Nc2nc(C(N)Cc3ccccc3)cs2)n1 (configuration not stated)	11	0.6

Brought forward from above: five entries, then new ones.
SMILES	SENP8 block	MPTP block
CC(C)C[C@H](NC(=O)CC[C@H]1O[C@@H](n2ccc(=O)[nH]c2=O)[C@H](O)[C@@H]1O)C(=O)O	22	-0.7
O=C(Nc1nnc([C@@H]2C[C@H](O)[C@@H](CO)O2)s1)Nc1ccccc1F	5	-0.5
COC(=O)c1ccc2nc(-c3cccc(Cl)c3)c(Cc3cccc(F)c3)n2c1	-402	1.8
O=S1(=O)CC(N2CCN(CC3CC3)CC2)CN1Cc1cn(Cc2ccccc2C(F)(F)F)nn1 (configuration not stated)	20	-1.8
Cc1cc(C)nc(Nc2nc(C(N)Cc3ccccc3)cs2)n1 (configuration not stated)	11	0.6
COc1ccc(-c2cc(NC(C)=O)c3ncc(-c4cccc(C(F)(F)F)c4)n3c2)c(OC)c1	-412	0.7
O=C(c1cc(C2CCCCN2C(=O)CCCc2ccccc2)on1)N1CCOCC1 (configuration not stated)	1	0.0
CC1(C(=O)NS(=O)(=O)c2ccc(Cl)cc2)CCN1C(=O)c1ccc(C2CCCCC2)cc1 (configuration not stated)	39	0.6
CC1(C(=O)Nc2ccc3ccccc3c2)CCC(=O)N1CCOc1ccccc1 (configuration not stated)	-12	-1.0
COc1ccc(C(C(=O)NC(C)(C)C)n2c(-c3ccc(-c4ccccc4)cc3)nc3ccccc32)cc1 (configuration not stated)	-413	0.7
COc1ccc(Cl)cc1CNC[C@H]1O[C@@H](n2cnc3c(=O)[nH]c(N)nc32)[C@H](O)[C@@H]1O	24	-1.0
CC(C)(C)C(=O)c1c(N)[nH]c(C(=O)c2ccccc2)c1-c1cc2ccccc2nc1Cl	-88	0.7
Cc1cccc(C)c1NC(=O)C1C(c2ccc3c(c2)OCO3)=Nc2ccccc2N1C(=O)c1ccccn1 (configuration not stated)	-16	-1.8
Clc1cccc(CNc2ccn3nc(-c4ccccc4)cc3n2)c1	i	1.0
O=C(C(=O)N1CCC(Cc2ccccc2)CC1)c1ccccc1Br	24	0.2
O=C1[C@H]2[C@@H]3CCN1CCC[C@@H]2C=C[C@@H]3c1ccc(Br)cc1	11	0.9
COC(=O)c1ccc2nc(-c3cccc(Br)c3)c(Cc3ccsc3)n2c1	-107	0.0
Cc1c(C(=O)NCc2ccc3c(c2)OCO3)sc(=O)n1Cc1ccc(S(=O)(=O)N(C)C)cc1	9	-1.6
NC(=O)NN=C1CCC(OCc2ccccc2)CC1CC(=O)O (configuration not stated)	17	0.0
CCCCNC(=O)c1nc(C2CCN(S(=O)(=O)c3csc(C(=O)O)c3)CC2)oc1-c1ccccc1	10	0.0
CNc1ncnc2c1ncn2[C@H]1CN(C2CCCC2)C[C@@H](CO)O1	0	-0.3
CC1(C(=O)NS(=O)(=O)c2ccccc2Cl)CCN1C(=O)C1(c2ccccc2)CCCC1 (configuration not stated)	18	0.3
COc1ccc(C2=Nc3ccccc3N(C(=O)c3cnccn3)C2C(=O)NC2CCCC2)cc1 (configuration not stated)	-34	-0.3
Cc1cc(C(=O)N2CCC2(C)C(=O)Nc2ccc3[nH]ncc3c2)nn1C (configuration not stated)	17	-0.6
COCOc1cccc(CN2CCC2(C)C(=O)Nc2ccc(OC)c(OC)c2)c1 (configuration not stated)	4	-1.1
O=C(Nc1ccccc1Cl)c1cc(C2CCCCN2C(=O)CCc2ccccc2)on1 (configuration not stated)	16	-0.8
COc1ccc(-c2nc3ccc(Cl)cn3c2Cc2ccc(C)cc2)cc1OC	-146	0.3
CCNC(=S)Nc1ccc2c(c1)c(=O)n(C)n2-c1ccc(C(C)(C)C)cc1	-495	-0.5
COc1ccc(N2C(=O)c3ccccc3NC(=O)C2C(=O)Nc2ccc(N3CCOCC3)cc2)cc1 (configuration not stated)	-25	4.7
Cc1ccc2ccc(C(Nc3ccccc3)c3ccc(F)cc3)c(O)c2n1 (configuration not stated)	8	3.7
O=C(NCc1ccccc1)C1c2ccccc2OCC(=O)N1Cc1ccc2c(c1)OCO2 (configuration not stated)	21	-0.1
CC(=O)Nc1ccc(-c2ccnc3c2CC(C(=O)NCc2ccco2)O3)cc1 (configuration not stated)	-4	-1.3
CCc1nc2ccc(C(=O)Nc3ccc4c(c3)OCC(=O)N4)cn2c1N(CC)Cc1cccc(Br)c1	-2	-1.7
CCCC(=O)N1CCC1(C)C(=O)Nc1cc(C)ccc1C (configuration not stated)	36	0.0
CC(=O)NC(C)(c1ccccc1)c1nc(-c2ccc(F)c(Cl)c2)cs1 (configuration not stated)	7	0.5
CCCC(=O)N1CCC1(C)C(=O)NS(=O)(=O)c1cccc(F)c1 (configuration not stated)	19	-0.2
COc1ccccc1Cc1c(-c2ccccc2)nc2cc(C)c(Br)c(C)n12	-4	3.1
CC(=O)Nc1cc(-c2cccc(C(=O)NCCN(C)C)c2)cn2c(-c3ccc(F)c(Cl)c3)cnc12	-223	-1.7
COc1ccc(-c2ccc(C(=O)NCC3CCOCC3)c3occc23)c(C)c1	-281	-0.1
COc1ccccc1-c1cnc(C(O)c2ccc(Cl)cc2C)[nH]1 (configuration not stated)	3	1.1
COc1ccc2c(c1)CO[C@]21O[C@H](CCO)C[C@H](O)[C@H]1O	15	-1.4
CC(=O)c1cccc(Nc2ccc(Br)cc2)c1	8	1.6
C[C@H]1COc2cccc(N3CCC[C@@H]3CO)c2S(=O)(=O)N1	-7	0.6
CCOc1ccc(CCN2C(=O)C(=O)N([C@@H](CC(C)C)CN3CCC[C@H]3CN3C(=O)C(=O)NC[C@@H]3CC(C)C)C[C@@H]2Cc2ccc(O)cc2)cc1	30	-3.1
OC1C2COC(O2)C2OC(c3ccccc3)OC12 (configuration not stated)	2	-2.0

Entries of single compounds from above. Order of screens: SENP8 block | MPTP block
Results for `OC1C2COC(O2)C2OC(c3ccccc3)OC12` (configuration not stated) = 2 | -2.0
Results for `O=C(NCc1ccccc1)C1c2ccccc2OCC(=O)N1Cc1ccc2c(c1)OCO2` (configuration not stated) = 21 | -0.1
Results for `COc1ccc(N2C(=O)c3ccccc3NC(=O)C2C(=O)Nc2ccc(N3CCOCC3)cc2)cc1` (configuration not stated) = -25 | 4.7

The listing continues:
SMILES	SENP8 block	MPTP block
CC1(C(=O)NS(=O)(=O)c2ccc(C#N)cc2)CCN1C(=O)C1CCCCC1 (configuration not stated)	8	0.1
CCCNC(=O)C1(C)CCCN(C(=O)/C=C/c2ccccc2)C1 (configuration not stated)	3	0.6
COc1ccc(Cl)cc1-c1noc([C@@H]2O[C@H](CO)[C@H](O)[C@H](O)[C@H]2O)n1	24	0.9
CC(C)(CO)CNc1ccn2nccc2n1	-171	-1.8
COC(=O)c1ccc2nc(-c3ccc(OC)c(OC)c3)c(Cc3cccc(F)c3)n2c1	-385	-0.4
Nc1cccc(-c2cccc3nncn23)c1	-27	-1.6
Cn1c(=O)c2cc(NC(=O)OCCF)ccc2n1Cc1cccc(C(F)(F)F)c1	i	0.8
FC(F)(F)Oc1ccccc1C(c1nnnn1-c1ccc2c(c1)OCCO2)N1CCN(C/C=C/c2ccccc2)CC1 (configuration not stated)	11	2.9
CC(=O)N1Cc2cc(C(=O)NCC(F)(F)F)nc(-c3cccc(-c4cccnc4)c3)c2[C@@H]1CCO	10	-1.2
CCCCCCCCN1C(=O)[C@H](CC(=O)NCc2cccc(C(F)(F)F)c2)C[C@@]2(C(=O)OCC)CCCC=C12	19	3.2
CCCCNC(=O)C1(C)CCN1C(=O)c1cccc(OC(F)(F)F)c1 (configuration not stated)	16	0.4
O=S(=O)(Nc1ccc(C(O)(C(F)(F)F)C(F)(F)F)cc1)c1ccc(Cl)c2nonc12	0	0.4
CCNC(=O)N(C)c1c(CC)nc2ccc(C(=O)N3CCN(C(=O)c4ccco4)CC3)cn12	14	-1.9
CCOC(=O)[C@]12CCC=C1N(CCC1=CCCCC1)C(=O)[C@H](CC(=O)NCC1CCCCC1)C2	26	0.6
Cn1cnc(S(=O)(=O)N2CCCCC2c2cc(C(=O)Nc3ccc(F)c(Cl)c3)no2)c1 (configuration not stated)	7	0.9
COc1ccc(N2CCN(C(=O)c3[nH]c(C(F)(F)F)nc3-c3ccccc3)CC2)cc1	20	-0.4
COc1cc(OC)cc(C2=Cc3ccccc3C(CC(C)=O)N2c2ccc(-c3cncnc3)cc2)c1 (configuration not stated)	-390	1.7
CC(=O)c1cccc(-c2ccc3c(c2)C(C)(Cc2ccccc2F)C(=O)N3)c1 (configuration not stated)	11	2.4
Cc1nc2c(OCCOc3ccc(F)cc3)cccn2c1N(C)C(=O)CCC1CCCC1	10	0.1
Cc1cc(Br)cn2c(Cc3ccccc3)c(-c3ccc(C#N)cc3)nc12	-74	0.6
Cc1nc2ccc(C(=O)Nc3cccc(OCC(=O)N(C)C)c3)cn2c1N(C)CC1CCCCC1	5	0.1
OC(c1cc(F)cc(Cl)c1)c1ncc(-c2ccccc2C(F)(F)F)[nH]1 (configuration not stated)	16	11
COC(=O)C[C@@H]1CC[C@@H](NS(=O)(=O)c2ccc(OC)cc2)[C@@H](CO)O1	27	0.0
